Wnt act: Wnt/beta-catenin pathway activators, primary screen, cell-based, plate reader, single point. Wnt/beta-catenin reporter cell assay, activator. activation, % at 9.35 µM. 1.2% of 300,000 active. AID 743398, 2014; in the data active = activation above about 30%, passing the limit was not always enough; inconclusive = no clear call, values can overlap the other calls;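 also: 0% = neutral control wells and 100% = positive control wells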
* = called active by the depositor; & = joins results of further samples. Only part of the results is shown; count on the stated rates, not on these rows.

`C#CCNC(=O)C[C@@H]1C[C@@]2(C(=O)OC)CCCCC=C2N(CCCCCCCC)C1=O` gave Wnt act -3.
O=C(NCc1cccs1)c1cccc2c(-c3cccnc3)coc12 was read as Wnt act -1.
CC(C)(C)c1ccc(S(=O)(=O)Nc2ccc(C(O)(C(F)(F)F)C(F)(F)F)cc2)cc1 was read as Wnt act -1.
`CCOC(=O)C1=CCN(S(=O)(=O)c2ccc(C)cc2)C1c1cccc2ccccc12` (stereo not given) gave Wnt act -3.
`NC(c1csc(Nc2cc(NCc3ccco3)ncn2)n1)c1ccccc1Cl` (stereo not given) gave Wnt act 0.
For CC(=O)Nc1cccc(-c2cc(N3CCN(CCO)CC3)n3nccc3n2)c1 the results were Wnt act 0.
Cc1ccc(Cc2c(-c3ccco3)nc3ccc(C)cn23)cc1 was read as Wnt act 13.
CC(C)NC(=O)C1(C)CN(S(C)(=O)=O)CC(=O)N1Cc1cccc(C(F)(F)F)c1 (stereo not given) was read as Wnt act -2.
COC(=O)C1=C(C)N(Cc2ccccc2C(F)(F)F)C(=NCc2ccccc2C(F)(F)F)NC1c1ccc(Cl)cc1 (stereo not given) was read as Wnt act -2.
O=C(c1nc2ccc(Cl)cn2c1CN1CCC[C@H]1CO)N1CCc2ccccc2C1 was read as Wnt act -3.
For O=c1[nH]c(CSc2nc3ccccc3s2)nc2cc(Cl)ccc12 the results were Wnt act -2.
Screening Cc1cc2c(cc1C)-n1nnnc1C(N1CCN(c3ncccc3C#N)CC1)C(=O)N2 (stereo not given) returned Wnt act 1.

Sorted by formula weight (falling): some entries from above
O=C(c1nc2ccc(Cl)cn2c1CN1CCC[C@H]1CO)N1CCc2ccccc2C1 was read as Wnt act -3.
`NC(c1csc(Nc2cc(NCc3ccco3)ncn2)n1)c1ccccc1Cl` (stereo not given) gave Wnt act 0.
O=C(NCc1cccs1)c1cccc2c(-c3cccnc3)coc12 was read as Wnt act -1.

Next part:
`COC(=O)C1(C(=O)OC)C[C@H](c2ccc(OC)cc2)N(Cc2ccccc2OC)[C@@H]1c1cccs1` gave Wnt act -4&-8.
`COc1ccccc1CNc1nc2cc(-c3sccc3C)sc2c(=O)n1C` gave Wnt act 38*.
`O=C(N[C@@H]1CC[C@H](CCn2cc(-c3ccccn3)nn2)O[C@@H]1CO)c1ccncc1` gave Wnt act -3.
`C[C@H]1NS(=O)(=O)c2cccc(Cl)c2O[C@@H]1c1ccccc1` gave Wnt act 0.
Screening CCOC(=O)n1cc(-c2cnc(CNC(=O)C(C)(c3ccccc3)c3ccccc3)o2)c2ccccc21 returned Wnt act -1.
`COC(=O)C1(C(=O)OC)C2CCCCC2N(S(=O)(=O)c2ccc(C)cc2)[C@@H]1CC(C)=O` (stereo not given in full) gave Wnt act 0.
Screening CCOC(=O)[C@]12CCC=C1N(Cc1ccc3c(c1)OCO3)C(=O)[C@H](CC(=O)NCCCN1CCCC1=O)C2 returned Wnt act 0.
Screening Cn1ncc(C#N)c1NC(=O)C1CC(c2ccccc2Cl)=NO1 (stereo not given) returned Wnt act -1.
Screening CCOC(=O)C1=CCC(c2ccc([N+](=O)[O-])cc2)N(S(=O)(=O)c2ccc(C)cc2)C1 (stereo not given) returned Wnt act -2.
For COc1cc(OC)cc(-c2noc(-c3csc([C@@H]4C[C@H](O)[C@@H](CO)O4)n3)n2)c1 the results were Wnt act -3.
CC1=C(C(=O)N(C(C)C)C(C)C)CC(CC(=O)NC2CC2)C(=O)N1Cc1ccc(F)cc1 (stereo not given) was read as Wnt act -1.
Screening OC[C@@H]1CN(Cc2ccncc2)C[C@H](n2cnc3c(N4CCOCC4)ncnc32)O1 returned Wnt act -1.
Screening O=C(COC(=O)c1ccc(O)cc1)Nc1ccc(Cl)cc1 returned Wnt act 0.
`CC1(C(=O)O)CCN1C(=O)c1cccc(C(F)(F)F)c1` (stereo not given) gave Wnt act 0.
For CC(=O)Oc1ccc(Cn2c(C)c(C(=O)NCc3ccc4c(c3)OCCO4)sc2=O)cc1 the results were Wnt act -6.
For CCCCS(=O)(=O)N1CCCc2nc(CC)c(CC)cc21 the results were Wnt act 0.
Screening COc1ccc(NC(=O)C2(C)CCN2Cc2ccc3ccccc3c2)cc1OC (stereo not given) returned Wnt act -2.
For COc1ccccc1-c1csc(C(NC(C)=O)c2cccc(F)c2)n1 (stereo not given) the results were Wnt act -1.
Screening CCc1c(-c2ccc(Cl)cc2)ncn1Cc1cccc(-c2ccccc2)c1 returned Wnt act -3.
COc1ccc(C2=Nc3ccccc3N(C(=O)c3ccc4ncccc4c3)C2C(=O)NC2CCCC2)cc1 (stereo not given) was read as Wnt act inconclusive.
Screening OC(c1ccccc1)(c1nc(-c2ccc(Cl)cc2)cs1)C(F)(F)F (stereo not given) returned Wnt act -2.
`CC(=O)NC(c1ccccc1)c1nc(-c2cc3ccccc3o2)cs1` (stereo not given) gave Wnt act 1.
`COC(=O)[C@]12CCCCC=C1N(Cc1cccc3ccccc13)C(=O)[C@H](CC(=O)NCc1ccc(C)o1)C2` gave Wnt act -3.
CCCCNc1c(-c2ccc(SC(C)CC)cc2)nc2ccc(Cl)cn12 (stereo not given) was read as Wnt act 0.

Structures listed so far with a CF3 group:
CC(C)(C)c1ccc(S(=O)(=O)Nc2ccc(C(O)(C(F)(F)F)C(F)(F)F)cc2)cc1 was read as Wnt act -1.
CC(C)NC(=O)C1(C)CN(S(C)(=O)=O)CC(=O)N1Cc1cccc(C(F)(F)F)c1 (stereo not given) was read as Wnt act -2.
COC(=O)C1=C(C)N(Cc2ccccc2C(F)(F)F)C(=NCc2ccccc2C(F)(F)F)NC1c1ccc(Cl)cc1 (stereo not given) was read as Wnt act -2.
`CC1(C(=O)O)CCN1C(=O)c1cccc(C(F)(F)F)c1` (stereo not given) gave Wnt act 0.
Screening OC(c1ccccc1)(c1nc(-c2ccc(Cl)cc2)cs1)C(F)(F)F (stereo not given) returned Wnt act -2.

Retrieved one by one from the list above (two):
For COc1ccccc1-c1csc(C(NC(C)=O)c2cccc(F)c2)n1 (stereo not given) the results were Wnt act -1.
Screening O=C(COC(=O)c1ccc(O)cc1)Nc1ccc(Cl)cc1 returned Wnt act 0.

The list goes on.
`Cc1ccc2nc(-c3ccc(F)cc3)c(Cc3ccsc3)n2c1` gave Wnt act 3.
COC(=O)[C@]1(CC(C)C)NC=C(C(=O)c2ccccc2)[C@@H]1c1cccs1 was read as Wnt act -2.
Screening Cc1cccc(C)c1-n1nnnc1C(c1ccnc2ccccc12)N1CCN(C/C=C/c2ccccc2)CC1 (stereo not given) returned Wnt act -3.
`O=C(Nc1cccc2c1CCCC2)c1cc(C2CCCCN2S(=O)(=O)c2cccs2)on1` (stereo not given) gave Wnt act -1.
Screening COC(=O)[C@]12C[C@H](CC(=O)N3CCCCC3)C(=O)N(Cc3ccccc3)C1=C[C@H](C(C)(C)C)O[C@@H]2C returned Wnt act 1.
For COc1cc2c(cc1OC)C(c1ccccc1[N+](=O)[O-])=NCC2 the results were Wnt act -1.
`COC(=O)c1ccc(N)c2c(N)ccc(C(=O)OC)c12` gave Wnt act -1.
For Cc1cc(C(=O)N2CCC2(C)C(=O)O)nn1C(C)(C)C (stereo not given) the results were Wnt act 0.
For O=C(Nc1nc(OCCN2CCCC2=O)cnc1/C=C\c1ccccc1)c1cc2ccccc2s1 the results were Wnt act -3.
For CCCc1nc2c3ccccc3ccn2c1Cc1ccccc1OC the results were Wnt act -3.
Screening O=C(Nc1ccc(F)c(Cl)c1)C1Cc2c(-c3ccc(Cl)cc3)ccnc2O1 (stereo not given) returned Wnt act 0.
Screening CC(C)CC1NC(=O)c2ccc(Cl)cc2-n2c1nc1ccc(F)cc1c2=O (stereo not given) returned Wnt act -2.
`CC(C)Oc1ccccc1OC1(C)CCN(Cc2ccc(OC(F)(F)F)cc2)C1` (stereo not given) gave Wnt act 0.
COc1ccc(-c2csc(C(C)(O)c3ccncc3)n2)cc1OC (stereo not given) was read as Wnt act -4.
For CCNC(=O)C1(C)CCCN(C(=O)c2ccc3ccccc3n2)C1 (stereo not given) the results were Wnt act -2.
For OC1(C#Cc2c(-c3ccsc3)sc3ccccc23)CCCCC1 the results were Wnt act -2.
COC(=O)C1=C(C)N(Cc2cccc(C(F)(F)F)c2)C(=NCC2CC2)NC1c1ccccc1C(F)(F)F (stereo not given) was read as Wnt act -8.
Cc1ccc2c(c1)-n1c(nc3ccc(C)cc3c1=O)C(Cc1ccc(O)cc1)NC2=O (stereo not given) was read as Wnt act -5.
`COc1cccc(NC(=O)C2(C)CCN2Cc2ccccc2Cl)c1` (stereo not given) gave Wnt act -2.
For O=S1(=O)CC(N2CC=CC2)CN1Cc1ccc(F)cc1 (stereo not given) the results were Wnt act -2.
Screening CC1(C(=O)N2CCN(C(=O)c3ccco3)CC2)CCN1Cc1ccccc1OC(F)F (stereo not given) returned Wnt act 0.
OCCN1CCN(c2cc(-c3ccc4ccccc4c3)nc3ccnn23)CC1 was read as Wnt act 1.
For CCc1ccc([C@H]2C[C@H]3[C@H]4C(=O)N(c5ccccc5)C(=O)[C@H]4CC(=O)[C@@H]3CN2S(=O)(=O)c2ccc(C)cc2)cc1 the results were Wnt act -1.
Screening Cc1cccc(C)c1-n1nnnc1C(c1ccnc2ccccc12)N1CCN(CC(=O)NC(C)C)CC1 (stereo not given) returned Wnt act -1.

Next part (5 carried over from the part before).
For O=S1(=O)CC(N2CC=CC2)CN1Cc1ccc(F)cc1 (stereo not given) the results were Wnt act -2.
Screening CC1(C(=O)N2CCN(C(=O)c3ccco3)CC2)CCN1Cc1ccccc1OC(F)F (stereo not given) returned Wnt act 0.
OCCN1CCN(c2cc(-c3ccc4ccccc4c3)nc3ccnn23)CC1 was read as Wnt act 1.
For CCc1ccc([C@H]2C[C@H]3[C@H]4C(=O)N(c5ccccc5)C(=O)[C@H]4CC(=O)[C@@H]3CN2S(=O)(=O)c2ccc(C)cc2)cc1 the results were Wnt act -1.
Screening Cc1cccc(C)c1-n1nnnc1C(c1ccnc2ccccc12)N1CCN(CC(=O)NC(C)C)CC1 (stereo not given) returned Wnt act -1.
Screening c1cc(-c2cc3c(o2)CCCC3OCCN2CCOCC2)cs1 (stereo not given) returned Wnt act -5.
COc1ccc(-c2ccc3c(n2)CCCN3S(=O)(=O)c2ccccc2C)cc1 was read as Wnt act 0.
Screening Cc1nn(C2CCCO2)c(=O)nc1N (stereo not given) returned Wnt act -2.
CCc1nc2ccc(C(=O)N3CCN(c4ccccc4)CC3)cn2c1N(CCC(C)C)CCN(C)C was read as Wnt act 2.
Screening O=C(Nc1cccc(S(=O)(=O)C(F)(F)F)c1)[C@H]1C[C@H](O)[C@@H](CO)O1 returned Wnt act -3.
For C/C=C/c1cccc(-c2nc(C(=O)N3CCOCC3)cc3c2[C@@H](CCO)N(C(=O)NC(C)C)C3)c1 the results were Wnt act -1.
Cc1cc(Cl)ccc1C(O)c1ncc(-c2ccc(Cl)cc2)[nH]1 (stereo not given) was read as Wnt act 0.
Cc1ccccc1S(=O)(=O)NC(=O)C1(C)CCN1C(=O)CCc1ccc(Cl)cc1Cl (stereo not given) was read as Wnt act -5.
For Cc1cccc(C)c1NC(=O)C1(C)CN(S(C)(=O)=O)CC(=O)N1CCc1c[nH]c2ccccc12 (stereo not given) the results were Wnt act -2.
Cn1c(=O)c2cc(NC(=O)Nc3cccnc3)ccc2n1-c1ccc(C(C)(C)C)cc1 was read as Wnt act 0.
COC(=O)Cc1nnn2c1[C@H](C)[C@H](c1ccccc1Br)OCC2 was read as Wnt act -5.
For CC1(C(=O)NCc2ccccc2)CN(S(C)(=O)=O)CC(=O)N1Cc1cccc(F)c1 (stereo not given) the results were Wnt act -5.
For CCCOc1ccc(F)cc1-c1cc(C(=O)Nc2ccc(F)cc2)[nH]n1 the results were Wnt act -3.
`COC(=O)[C@]12C[C@H](CC(=O)N3CCSCC3)C(=O)N(Cc3ccccc3)C1=C[C@H](C1CCCC1)O[C@@H]2C` gave Wnt act -3.
Screening CC(C)CCNC(=O)c1cc(S(=O)(=O)N2CCC3(CC2)OCCO3)ccc1F returned Wnt act -3.
Cc1ccc(C)c(NC(=O)C2(C)CCCN2C(=O)C(C)C)c1 (stereo not given) was read as Wnt act -5.
Screening Cc1ccccc1-c1csc(C(O)c2ccc(F)c(F)c2)n1 (stereo not given) returned Wnt act 1.
Screening CCc1nc2ccc(C(=O)N3CCN(C(C)=O)CC3)cn2c1N(CC)C(C)=O returned Wnt act 0.
Screening CN(C)c1ccc(CC(=O)N2CCCC(c3cc(C(=O)Nc4ccc(F)c(Cl)c4)no3)C2)cc1 (stereo not given) returned Wnt act 0.
CC(=O)c1cccc(-c2ccnc3c2CC(C(=O)Nc2ccc(Cl)c(C(F)(F)F)c2)O3)c1 (stereo not given) was read as Wnt act -3.
For C[C@@H](c1ccccc1)N1C[C@H](COCc2ccccc2)Oc2cc(N3CC[C@@H](O)C3)ccc2S1(=O)=O the results were Wnt act -6.
Screening COC(=O)C1=C(C)N(Cc2ccc(Cl)cc2)C(=S)NC1c1cccc(OC)c1 (stereo not given) returned Wnt act -4.
For Cc1ccc(C(=O)NNC(=O)CSc2nnc(CNc3ccc(F)cc3)n2C)cc1 the results were Wnt act 1.
For CC1(C(=O)NS(=O)(=O)C2CC2)CCN(C(=O)c2cc(F)cc(F)c2)C1 (stereo not given) the results were Wnt act -1.
For Cc1cccc(S(=O)(=O)NC(=O)C2(C)CCN2C(=O)Cc2ccc(-c3ccccc3)cc2)c1 (stereo not given) the results were Wnt act -3.

Screening results from PubChem BioAssay.
